High-throughput results as filed in PubChem BioAssay.
NCOA2 inhibitor: inhibition of GAL4-SRC2 driven luciferase reporter, primary screen, SRC2 inhibitor project, cell-based, luminescence; Nuclear receptor coactivator 2 (Homo sapiens), Q15596; HEK293 GAL4-SRC2 luciferase reporter; inhibition, % at 9 µM; 370,000 tested, 0.17% active; AID 651957, 2012;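 active means inhibition above the mean inhibition of all tested compounds plus 3 SD, set per campaign, cut at about 52% in these data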;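 further: 0% = DMSO treated cells and 100% = cells given Gossypol at 36 µM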
NOD2-RIPK2 inh: NOD2-RIPK2 binding disruptors in cells, primary screen, fluorescence, CHO cells, BLA complementation | CCF4 ratio | 360,000 tested, 0.38% active | inhibition, % at 4.98 µM | AID 624267, 2012 | Receptor-interacting serine/threonine-protein kinase 2 (Homo sapiens), O43353; in the data active means inhibition above about 21%;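 further: 0% = vehicle only and 100% = reference blocker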
TRAIL sens C8: viability loss with TRAIL in NB7+C8 cells, primary screen, TRAIL sensitizer project, cell-based, ATPlite luminescence; AID 624354, 2012; 360,000 tested, 1% active; inhibition (viability loss, TRAIL sensitization), % at 10 µM;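 active means compounds causing at least 50% loss of cell viability in the single-dose screen, relative to plate controls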
TLR9-MyD88 block: inhibitors of TLR9-MyD88 association in cells, primary screen, cell-based, CHO, BLA complementation, fluorescence | CCF4 FRET ratio | inhibition, % at 4.98 µM | 340,000 tested, 0.21% active | AID 504734, 2011;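 active means inhibition above the mean over all tested compounds plus 3 SD, cut at about 21% in these data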;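 further: 0% = DMSO only wells and 100% = clavulanate BLA inhibitor control wells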
TROY NFkB inh: inhibitors of TROY-driven NF-kB signaling, primary screen, Q293 LMP1-TROYcd cells, NF-kB luciferase, uHTS | AID 1347056, 2019 | 360,000 tested, 0.98% active | Q293 LMP1-TROYcd NF-kB luciferase reporter, 4 h | inhibition, % at 10 µM;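 active means compounds whose plate-normalised and pattern-corrected inhibition of the luciferase reporter signal at the single screening dose is 50% or more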
NCOA3 inh: SRC3 coactivator transcriptional activity inhibitors, primary screen, cell-based, luminescence; Nuclear receptor coactivator 3 (Homo sapiens), Q9Y6Q9; HEK293 GAL4-SRC3 luciferase reporter; inhibition, % at 3.6 µM; 360,000 tested, 0.17% active;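 active means inhibition above a per-campaign cutoff, the mean of all compounds plus 3 SD, cut at about 60% in these data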;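 further: 0% = DMSO-treated cells and 100% = gossypol-treated cells at 36 µM; higher means less SRC3-driven luciferase light from the GAL4 reporter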
NR5A2 inv ag: LRH-1 (NR5A2) inverse agonists, primary screen, cell-based, luminescence, HEK293T, StAR-luciferase reporter | Nuclear receptor subfamily 5 group A member 2 (Homo sapiens), O00482 | LRH-1 transfected, 24 h | inhibition, % at 3.6 µM | 360,000 tested, 0.13% active;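 active means inhibition above the mean inhibition of all tested compounds plus 3 SD, cut at about 73% in these data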;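 further: 0% = DMSO wells and 100% = reporter-only cells lacking LRH-1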
COUP-TFII inh: NR2F2 transcriptional activity inhibitors, primary screen, cell-based, luciferase reporter, HEK293T, luminescence | 370,000 tested, 0.7% active | HEK293T NGFI-A luciferase reporter | COUP transcription factor 2 (Homo sapiens), P24468 | inhibition, % at 8.6 µM;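 active means inhibition above a per-plate cutoff, mean inhibition of test wells between control levels plus 3 SD, cut at about 38% in these data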;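 further: cells cotransfected with COUP-TFII expression vector driving the NGFI-A reporter; 0% = median of COUP-TF2 test wells and 100% = reporter-only cells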
LMP1 NFkB inh: EBV LMP1-driven NF-kappaB luciferase reporter inhibitors, primary screen, cell-based, luminescence, single point; LMP1-induced NF-kappaB luciferase reporter cells; inhibition, % at 12.5 µM; 350,000 tested, 0.69% active; AID 504558, 2011; in the data active means inhibition above about 41%;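 further: 0% = neutral control wells and 100% = reference inhibitor control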
Vif inh: HIV Vif self-association inhibitors, primary screen, imaging, HEK293T, single point. 340,000 tested, 0.35% active. HEK293T cells, Vif self-association by quenched fluorescence, 24 h. inhibition, % at 7.49 µM; in the data active means inhibition above about 50%, passing the limit was not always enough; further: some results filed as inactive read as strong as hits
SRC1 inh: SRC1 coactivator transcriptional activity inhibitors, primary screen, cell-based, luminescence; Nuclear receptor coactivator 1 (Homo sapiens), Q15788; AID 588354, 2011; inhibition, % at 3.6 µM; HEK293 GAL4-SRC1 luciferase reporter; 360,000 tested, 0.12% active;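 active means inhibition above the campaign mean plus 3 SD, with each screening campaign given its own cutoff, cut at about 60% in these data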;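 further: 0% = DMSO treated cells and 100% = gossypol at 36 µM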
* marks the source's active call; other numbers are inactive results; · = no result given. This is a subset, so the mix of outcomes need not match the whole.

SMILES	NCOA2 inhibitor	NOD2-RIPK2 inh	TRAIL sens C8	TLR9-MyD88 block	TROY NFkB inh	NCOA3 inh	NR5A2 inv ag	COUP-TFII inh	LMP1 NFkB inh	Vif inh	SRC1 inh
O=C1NC(=O)C(Nc2ccc(Cl)c(Cl)c2)C(=O)N1	-19	2	-14	-5	-28	-26	4	2	-7	27	7
CCN(CC)c1ccc(N=Cc2c(O)n(-c3ccc(Cl)cc3)c(=O)[nH]c2=O)cc1	21	2	8	1	4	8	-4	-13	-9	2	-1
CN(C)C(=O)Oc1ccc2c(c1)O/C(=C\c1ccccc1)C2=O	-50	-5	13	3	1	-81	-105	-18	-21	-8	-100
COc1cc2[nH]c(=O)n(-c3ccc(C)cc3)c(=O)c2cc1OC	-9	-6	-6	-6	-11	20	-4	13	0	8	-23
COC(=O)C1=C(c2ccc3ccccc3c2)C[C@@H]2CC[C@H]1N2C(=O)NCCO	7	-14	-7	-2	4	-22	-9	-6	-1	-3	4
CC12CC[C@H]3[C@@H](CCC4(O)C[C@H](O)CCC34/C=N/NC(=O)c3ccc(O)cc3)C1(O)CCC2C1=CC(=O)OC1 (stereo partly drawn)	3	6	-7	-6	6	7	-37	-2	-6	4	-59
O=c1cccc2n1CC1CC2CN(S(=O)(=O)c2ccccc2)C1 (stereo not drawn)	-30	-6	-19	3	11	13	-6	-2	-7	-7	7
NC1CCCCC1N=Cc1c(O)n(Cc2ccc(F)cc2)c(=O)[nH]c1=O (stereo not drawn)	8	-5	3	-2	14	2	-9	-5	0	21	-10
CC12CCC3C(CCCC4CC(=O)CCC43C)C1CCC2O (stereo not drawn)	28	0	-4	-4	2	1	-13	-2	4	1	5
CCn1c(=O)cc(OCC(=O)N2CCN(Cc3ccc4c(c3)OCO4)CC2)c2ccccc21	-9	3	-20	2	-9	-10	-16	-17	2	67*	1
O=C(CN1CC=C(c2ccccc2)CC1)NC(=O)NCc1ccco1	-30	3	12	4	1	11	9	-19	11	2	9
O=C(c1cccc(C(F)(F)F)c1)C1CCCN(Cc2ccccc2O)C1 (stereo not drawn)	-17	4	-9	0	-1	-1	14	-5	3	-4	7
Clc1ccc(CN2CCNCC2)cc1	-7	-2	-17	2	-7	-28	-3	5	6	11	-10
COc1cc(C)cc(CN2CC=C(c3ccccc3)CC2)c1O	7	-7	3	1	15	1	-5	-17	10	8	10
C/C(=N\N1CCCCC1c1cccnc1)c1c(O)n(C2CCCCC2)c(=S)[nH]c1=O (stereo not drawn)	4	-3	5	0	-10	19	-22	12	13	3	5
Brc1ccc(CN2CCNCC2)s1	-44	-3	7	3	-3	18	-3	-5	8	-3	-9
O=P(NCc1ccccc1)(Oc1ccccc1)Oc1ccccc1	8	4	-8	0	-4	26	11	11	3	-1	24
COc1ccc(CNC(=O)/C=C/c2ccc3[nH]cc(CCN(C)C)c3c2)cc1	-33	-9	1	-4	11	3	-18	-11	-7	-3	-4
COC(=O)Cn1cc(/C=C2\C(=O)NC(=O)N(c3ccccc3)C2=O)c2ccccc21	-34	13	0	10	22	-33	7	1	0	-11	20
C/C(=N\NC(=O)c1ccccc1Cl)c1c(O)n(C2CCCCC2)c(=O)[nH]c1=O	-39	-7	5	1	-6	-5	4	1	-2	9	-22
CCC(=Nc1ccc(OC)cc1OC)c1c(O)n(C2CCCCC2)c(=O)[nH]c1=O	-10	-12	-1	-13	-8	5	-13	2	-1	-5	0
O=C1NC(=O)N(Cc2ccccc2)C(=O)/C1=C/c1cnc(-c2ccccc2)nc1	-36	-4	-4	6	38	-13	-59	-23	-9	0	-38
CC1(C)CC(n2[nH]c(=O)c3c2NC(=O)CSC3c2ccc(F)cc2)CCO1 (stereo not drawn)	-2	-12	-6	3	12	-22	13	-7	2	16	-2
CP(=O)(O)CN1CCCCC1	3	-8	0	-1	-27	30	15	4	3	-1	14
CCN(CC)C(=O)c1ccc(NC(=O)Cn2nc(C)c3ccccc3c2=O)cc1	5	-2	-11	-8	-14	0	8	14	2	-7	8
CC(C)(C)n1cccc1/C=C1\C(=O)NC(=O)N(c2ccccc2)C1=O	13	-4	0	-16	-17	1	10	1	-8	0	-3
COc1cc(C(=O)OC2C[C@H]3CC[C@@H](C2)N3)ccc1O (stereo partly drawn)	-3	9	-12	-4	4	-16	-8	8	1	·	-41
COC(=O)C1=C(c2ccc(F)cc2F)C[C@@H]2CC[C@H]1N2C(=O)NC(C)C	·	-2	-1	-3	-4	0	12	·	6	3	-14
CSc1ccc(CNC2CN3CCC2CC3)cc1 (stereo not drawn)	-16	-3	8	-11	0	11	17	9	13	12	-1
CCOC(=O)[C@@]1(C#N)[C@@H]2C=CC(C(N)=O)=CN2[C@@H](C(N)=O)[C@@H]1c1cccc(Cl)c1	17	9	-9	1	-8	14	50	14	-7	-7	-5
CCN(CC)S(=O)(=O)N1CCC(C(=O)N2CCC3(CC2)OCCO3)CC1	-1	2	-1	1	-5	7	-17	-24	-2	7	-9
Cc1ccc(C)c(NC2=NCCCS2)c1	-9	-8	-6	-2	2	16	18	1	7	18	3
COC(=O)C1=C(c2ccc(Cl)c(C(F)(F)F)c2)C[C@@H]2CC[C@H]1N2C(=O)NCc1ccco1	-20	0	-3	6	-3	9	15	-1	4	-5	-8
O=C(CN1CCOCC1)c1ccc2cc[nH]c2c1	-1	9	1	-6	-20	-4	-25	-20	-10	·	-8
COc1cc(CN=Cc2c(O)n(C(C)(C)C)c(=O)[nH]c2=O)cc(OC)c1	1	9	7	-7	0	7	-7	5	1	2	-9
N#CC1c2ccccc2-n2nncc2CN1S(=O)(=O)c1cc(Cl)cc(Cl)c1 (stereo not drawn)	-2	0	-24	3	5	-5	-10	-15	-2	·	-33
CC1CN(CC(=O)c2ccccc2Cl)CC(C)O1 (stereo not drawn)	7	1	6	2	-3	4	-13	-2	-7	5	-26
CCCCOC(=O)COc1cc(C)cc2oc(=O)c3c(c12)CCC3	0	4	8	5	-7	12	7	4	3	0	-20
N#Cc1ncc(N=Cc2ccc(N(CCCl)CCCl)cc2)s1	7	-5	-4	0	21	3	12	-7	59*	27	-9
CNC(=O)N(C)c1nnc(C(C)(C)C)s1	-1	-11	1	-4	16	-22	-3	-3	4	4	-4
Cc1ccc(S(=O)(=O)N2CCCC(C(=O)N3CCC4(CC3)OCCO4)C2)cc1 (stereo not drawn)	6	4	-7	7	13	-7	-21	8	2	·	12
Nc1c(C(=O)OC2CCCCC2)c2nc3ccccc3nc2n1CC1CCCO1 (stereo not drawn)	-2	2	11	-13	6	-8	26	-3	10	-3	-19
O=C1NC(=O)N(Cc2ccco2)C(=O)/C1=C/c1cccn1CCOc1ccccc1Cl	-17	12	-2	-3	-25	-4	28	0	-7	1	18
CCOC(=O)C1(CCc2ccccc2)CCN(CC(O)CO)CC1 (stereo not drawn)	-2	5	-6	8	0	-4	1	0	-2	-2	8
CCC(CC)C1C(C#N)=C(N)Oc2c1c(=O)oc1ccccc21 (stereo not drawn)	-10	-3	7	3	14	10	-12	0	-4	2	6
N#Cc1ccccc1Cn1cc(C(=O)c2ccco2)c2ccccc21	20	4	5	4	1	5	6	2	-1	·	2
CC(O)(CS(=O)(=O)c1ccccc1)C(=O)Nc1cccc(C(F)(F)F)c1 (stereo not drawn)	4	1	3	1	4	-5	0	10	4	9	1
CC12CCCCC1=[N+]([O-])CN2O (stereo not drawn)	-20	-5	-8	5	1	-1	-2	6	-5	11	-1
CCCCn1c(O)c(/C=N/N2CCCCC2c2cccnc2)c(=O)[nH]c1=S (stereo not drawn)	13	-6	-1	-11	5	6	5	12	-11	5	-5
COC(=O)C1=C(c2cccc(OCc3ccccc3)c2)C[C@@H]2CC[C@H]1N2C(=O)NCc1ccc([N+](=O)[O-])cc1	-23	-6	3	-14	10	-19	-11	-26	-6	13	-12
CCC1(c2ccc(C)cc2)C(=O)NC(=S)NC1=O	-19	-13	-2	·	4	5	-10	2	·	-2	4
COc1ccc(C(=O)NC(=S)N2C[C@H]3C[C@H](C2)c2cccc(=O)n2C3)cc1OC	-25	15	-7	-5	-1	-17	1	5	1	2	-6
COC(=O)C(c1ccccc1)N1CCCCCC1 (stereo not drawn)	12	-6	1	1	-39	16	12	14	9	8	10
CCOP(=O)(OCC)C(O)c1ccc(Br)cc1 (stereo not drawn)	·	2	1	-6	10	0	-4	·	-1	0	-7
CCOc1ccc(NC(=O)c2c(O)[nH]c(=O)[nH]c2=O)cc1	-43	-2	13	-11	-27	-4	-30	-1	5	6	-13
O=c1[nH]c(=S)n(-c2ccccc2)c(O)c1C=NCCN1CCNCC1	-2	2	-6	9	9	5	-9	24	-3	-4	-35
Cc1ccccc1-n1c(C)nc2sccc2c1=O	-7	-9	-2	9	27	11	6	4	-6	5	-10
COc1ccc(-n2c(O)c(C(C)=NCCc3c[nH]c4ccccc34)c(=O)[nH]c2=O)cc1	5	-4	3	·	10	-2	13	-1	·	3	-29
CC1CCC(C(C)C)C(OP(N)(=O)c2ccccc2)C1 (stereo not drawn)	-11	7	-2	-7	12	19	17	1	-1	-9	-8
Cc1ccc(N2C(=O)NC(=O)/C(=C/c3ccc(-c4ccc(C(=O)O)c(Cl)c4)o3)C2=O)cc1	-8	7	-4	0	-22	0	-32	-1	13	4	-2

The results go on.
SMILES	NCOA2 inhibitor	NOD2-RIPK2 inh	TRAIL sens C8	TLR9-MyD88 block	TROY NFkB inh	NCOA3 inh	NR5A2 inv ag	COUP-TFII inh	LMP1 NFkB inh	Vif inh	SRC1 inh
O=C(Nc1ccccc1)c1cc([N+](=O)[O-])ccc1N1CCNCC1	11	-1	-4	-4	-6	-4	-8	3	-5	-6	-16
O=C(NCc1ccc(C(=O)N2CCC3(CC2)OCCO3)cc1)c1ccc2c(c1)OCO2	-39	-1	-13	-4	5	-9	16	-2	1	-2	-3
CCC(=NC1CC1)c1c(O)n(-c2ccc(OC)cc2)c(=O)[nH]c1=O	-26	-3	-11	-3	-1	7	14	3	7	3	10
COc1ccccc1OCCCn1cc(C(=O)c2ccco2)c2ccccc21	-13	3	22	2	-5	-42	-80	-24	-2	·	-69

Entries of single compounds, looked up by structure. Order of screens: NCOA2 inhibitor, NOD2-RIPK2 inh, TRAIL sens C8, TLR9-MyD88 block, TROY NFkB inh, NCOA3 inh, NR5A2 inv ag, COUP-TFII inh, LMP1 NFkB inh, Vif inh, SRC1 inh
O=C(Nc1ccccc1)c1cc([N+](=O)[O-])ccc1N1CCNCC1 is listed as 11, -1, -4, -4, -6, -4, -8, 3, -5, -6, -16
CCC(=NC1CC1)c1c(O)n(-c2ccc(OC)cc2)c(=O)[nH]c1=O is listed as -26, -3, -11, -3, -1, 7, 14, 3, 7, 3, 10
